RBBP9 inhibitor – inhibitors of human serine hydrolase RBBP9; O75884; recombinant RBBP9, FP-Rh probe fluorescence polarization; inhibition, % at 7.94 µM; actives 0.2% (n = 220,000); AID 1515;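 active = inhibition above the campaign mean of all tested compounds plus 3 SD, cut at about 14% in these data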;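 note: plate controls were DMSO wells with RBBP9 for no effect and wells lacking RBBP9 protein for full effect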
Target sequence (O75884 whole entry, looked up): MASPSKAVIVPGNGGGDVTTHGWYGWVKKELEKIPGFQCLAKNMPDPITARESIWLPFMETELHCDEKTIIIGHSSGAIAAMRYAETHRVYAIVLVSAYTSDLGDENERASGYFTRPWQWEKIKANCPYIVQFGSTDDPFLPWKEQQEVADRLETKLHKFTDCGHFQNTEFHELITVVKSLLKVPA
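Assay system: recombinant human RBBP9; Reagent: Serine-hydrolase probe FP-Rh, 375 nM pre-mixing; Doses: 7.94 µM single dose, 0.794% DMSO; Incubation: 30 min then 45 min, 25 °C; Detection: fluorescence polarization (mP), excitation 525 nm, emission 598 nm; Evaluation: percent inhibition from mP, scaled between DMSO and no-protein wells.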
p97 inhibitor – human p97 ATPase inhibition; P55072; actives 0.42% (n = 220,000); AID 1481; recombinant p97 ATPase, Kinase-Glo ATP luminescence, 3 h; inhibition, % at 8 µM; in the data active = inhibition above about 15%;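 note: 0% = DMSO vehicle and 100% = wells lacking enzyme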
EBV gp42 inh – blocks Epstein-Barr virus glycoprotein 42 binding; Q1HVG2; actives 0.42% (n = 220,000); Fluorescence polarization binding assay, mP read-out; inhibition, % (tested at 21.74 µM); AID 1085; in the data active = inhibition above about 50%
Target sequence (Q1HVG2 whole entry, looked up): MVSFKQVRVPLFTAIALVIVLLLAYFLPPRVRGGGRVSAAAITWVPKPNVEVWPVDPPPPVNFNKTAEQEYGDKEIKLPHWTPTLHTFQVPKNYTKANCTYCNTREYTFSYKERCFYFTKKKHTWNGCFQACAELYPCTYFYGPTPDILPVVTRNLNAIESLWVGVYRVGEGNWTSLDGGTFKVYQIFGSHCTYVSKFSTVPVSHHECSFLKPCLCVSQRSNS
Runt-SMMHC FRET – Runt domain-CBFb-SMMHC interaction inhibition; Cerulean-Runt/Venus-CBFb-SMMHC FRET ratio 530/480, 1 h; AID 1434; actives 0.74% (n = 220,000); inhibition, % at 20 µM;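 active = mean inhibition across duplicate retests at 20 µM reaching about 50%, limit read from the data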;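 note: 0% = DMSO wells and 100% = wells with excess untagged CBFb-SMMHC; inhibitors lower the FRET ratio by blocking Runt binding to CBFb-SMMHC; some results filed as inactive read as strong as hits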
m-calpain inh – blocks pig calpain II enzyme activity | purified calpain II, fluorogenic peptide substrate, 30 min | inhibition, % at 16 µM | actives 0.37% (n = 220,000) | AID 1236;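 active = inhibition above about 50%, limit read from the data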
p47phox inh – blocks human p47phox regulatory protein of NADPH oxidases; P14598; p47phox/p22phox peptide binding, fluorescence polarization, 2 h; inhibition, % at 24.7 µM; actives 0.53% (n = 220,000);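 active = inhibition above about 30%, limit read from the data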;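 note: 0% = p47phox with labelled peptide and 100% = labelled peptide alone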
Target sequence (P14598 whole entry, looked up): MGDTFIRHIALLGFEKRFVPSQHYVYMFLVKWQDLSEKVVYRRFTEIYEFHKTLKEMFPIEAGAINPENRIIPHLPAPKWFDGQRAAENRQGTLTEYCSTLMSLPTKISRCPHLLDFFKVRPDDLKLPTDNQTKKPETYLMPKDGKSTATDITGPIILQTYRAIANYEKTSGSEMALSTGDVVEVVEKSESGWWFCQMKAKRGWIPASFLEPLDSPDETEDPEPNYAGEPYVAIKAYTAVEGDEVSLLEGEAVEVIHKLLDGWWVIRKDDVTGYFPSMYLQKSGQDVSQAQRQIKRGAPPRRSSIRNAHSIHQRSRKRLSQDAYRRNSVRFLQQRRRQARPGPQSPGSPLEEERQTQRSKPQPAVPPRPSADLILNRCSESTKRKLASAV
Tb hexokinase – blocks Trypanosoma brucei hexokinase 1 activity; recombinant TbHK1, G6PDH-coupled NADH A340; inhibition, % at 10 µM; actives 0.11% (n = 220,000);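 active = inhibition of 50% or more in the single-dose primary screen; inactive = inhibition below 50%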
Furin inhibitor – inhibitors of human furin; actives 0.061% (n = 220,000); purified furin, fluorogenic substrate cleavage; P09958; inhibition, % at 30 µM; in the data active = inhibition above about 25%; note: inactives centre near -15
Runt-CBFb FRET – Runt domain-CBFb interaction inhibition. Q01196+Q13951. Cerulean-Runt/Venus-CBFb FRET ratio 530/480, 1 h. inhibition, % at 20 µM. actives 0.46% (n = 220,000). AID 1496;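 active = inhibition over about 50% at 20 µM in the single-dose screen, limit read from the data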;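 note: 0% = DMSO wells and 100% = excess unlabeled CBFb competitor control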
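Assay system: Cerulean-Runt domain fusion protein, energy donor; Signal: fluorescence energy transfer, 422 nm excitation, 530/480 nm emission; Timing: 1 h compound exposure, room temperature; Control set: unlabeled CBFb; Medium: Tris buffer pH 7.5 with salts and BSA; Compound: single test concentration of 20 µM, 1% DMSO final; Probe or stimulus: Venus-CBFb 100 nM.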
Active calls of the source: *; [ ] = remark or other dose.

Short keys – A = RBBP9 inhibitor; B = p97 inhibitor; C = EBV gp42 inh; D = Runt-SMMHC FRET; E = m-calpain inh; F = p47phox inh; G = Tb hexokinase; H = Furin inhibitor; I = Runt-CBFb FRET
1. COc1ccc(-c2cc(=O)n(-c3ccc([N+](=O)[O-])cc3)[nH]2)cc1
  A: -5 | B: 5 | C: -12 | D: -10 | E: -21 | F: -8 | G: -27 | H: -7 | I: -4

2. Cc1cccc(C(=O)NC(=S)NNC(=O)COc2c(C)cccc2C)c1
  A: -2 | B: 5 | C: -20 | D: 11 | E: -36 | F: -10 | G: 8 | H: -22 | I: 6

3. COc1ccc(NC(C)=O)cc1NC(=O)CSc1nnc(-c2ccncc2)n1C
  A: -9 | B: 3 | C: -3 | D: 1 | E: -18 | F: 0 | G: 5 | H: -22 | I: -1

4. c1ccc(CN2CCN(CCOCCOc3ccc4c(c3)CCC4)CC2)cc1
  A: -14 | B: 2 | C: -9 | D: -1 | E: 1 | F: 7 | G: -13 | H: -19 | I: 0

5. CNC(=O)c1[nH]cnc1C(=O)Nc1ccccc1OC
  A: -1 | B: 3 | C: -16 | D: -3 | E: 21 | F: 0 | G: -7 | H: -16[20 µM] | I: -2

6. CN(C)/C=C/C(=C\C(=O)C(F)(F)F)Nc1ccc(C(F)(F)F)cc1
  A: -9 | B: -1 | C: -3 | D: -1 | E: -4 | F: -16 | G: -19 | H: -22 | I: 2

7. O=C(Nc1ccc2c(c1)OCCO2)C(c1ccc(F)cc1)N1CCCCC1 (stereo not given)
  A: 1 | B: 0 | C: 1 | D: -2 | E: 32 | F: -20 | G: 1 | H: -17[20 µM] | I: 0

8. Cc1ccc(C)c(NC(=O)C2CCCN2/C=C/C(=O)C(F)(F)F)c1 (stereo not given)
  A: -6 | B: 2 | C: -14 | D: 1 | E: -1 | F: -3 | G: -35 | H: -7 | I: 1

9. CCOC(=O)c1sc(=S)n(-c2ccccc2)c1N(C(C)=O)C(C)=O
  A: 4 | B: 8 | C: -6 | D: -3 | E: -29 | F: 1 | G: -12 | H: -11 | I: 0

10. COc1ccc(/C=N/NC(=O)CCc2n[nH]c(=O)[nH]c2=O)cc1OC
  A: -5 | B: 1 | C: -16 | D: -5 | E: 2 | F: -6 | G: -12 | H: -11 | I: 3

11. O=c1cc(O)c2c(=O)n(C3CCCCC3)c3ccccc3c2o1
  A: -2 | B: 4 | C: -54 | D: 1 | E: -141 | F: -84 | G: -21 | H: -22 | I: -10

12. CN(C)C(CNC(=O)c1ccc2nc[nH]c2c1)c1ccccc1 (stereo not given)
  A: -13 | B: 6 | C: -13 | D: 0 | E: -4 | F: -9 | G: 1 | H: -36 | I: -1

13. Cc1ccc(S(=O)(=O)N(C)Cc2ccc(C(=O)N/N=C3\CC(=O)CC(C)(C)C3)cc2)cc1
  A: -6 | B: -1 | C: -10 | D: 3 | E: -14 | F: -11 | G: -9 | H: -27 | I: -4

14. O=C(/C=C/c1cccs1)Nc1nccs1
  A: -8 | B: -2 | C: -11 | D: 0 | E: -11 | F: -1 | G: -24 | H: -6 | I: -1

15. N/C(CSc1ccccn1)=N\OCc1c(Cl)cccc1Cl
  A: -2 | B: 1 | C: -2 | D: 0 | E: -6 | F: 8 | G: 42 | H: -33 | I: -1

16. CCOC(=O)C(=O)Nc1ccc(Oc2ccccc2)cc1
  A: -10 | B: 3 | C: -17 | D: 3 | E: 11 | F: -7 | G: -3 | H: -27 | I: -3

17. COC(=O)c1sc2ccccc2c1-n1cccc1C(=O)C(=O)Nc1ccc(Cl)cc1
  A: -19 | B: 1 | C: -32 | D: -5 | E: -3 | F: -123 | G: -20 | H: -13[20 µM] | I: -1

18. COc1ccc2[nH]c(C(=O)N(Cc3ccccn3)Cc3ccccn3)cc2c1
  A: 12 | B: 5 | C: -19 | D: 0 | E: -133 | F: -9 | G: -12 | H: -24 | I: -1

19. COc1cccc(/C=C/C(=O)Nc2ccccc2N2CCOCC2)c1
  A: -9 | B: 1 | C: -6 | D: 2 | E: 29 | F: -3 | G: -13 | H: -6 | I: -2

20. CN(C)c1ccc(/C=N/NC(=O)CN(c2ccccc2Cl)S(C)(=O)=O)cc1Br
  A: 0 | B: -4 | C: -14 | D: -10 | E: -38 | F: -9 | G: -17 | H: -10[20 µM] | I: -5

21. CCOC(=O)C1CCN(C(=O)Cc2c(C(=O)O)n(CC)c3ccccc23)CC1
  A: -4 | B: 9 | C: -10 | D: -2 | E: 12 | F: 3 | G: -2 | H: -24 | I: 0

22. Cc1ccc(C(c2nnnn2CS(=O)(=O)c2ccc(C)cc2)N2CCN(c3ncccn3)CC2)cc1 (stereo not given)
  A: 0 | B: 1 | C: -7 | D: -4 | E: -68 | F: -10 | G: 3 | H: -19[20 µM] | I: -2

23. Cc1c(NC(=O)c2cc3c(s2)-c2ccccc2OC3)cccc1[N+](=O)[O-]
  A: -4 | B: 7 | C: -26 | D: 0 | E: -24 | F: -28 | G: -5 | H: -36 | I: 2

24. COC(=O)c1sc(NC(=S)NC(=O)c2ccc(F)cc2)nc1C
  A: -10 | B: -1 | C: -13 | D: 2 | E: -10 | F: -14 | G: -5 | H: -11 | I: 1

25. CCN(CC)S(=O)(=O)c1ccc(Cl)c(NC(=O)c2cc(Cl)ccc2Cl)c1
  A: -3 | B: 1 | C: -14 | D: 2 | E: 9 | F: -6 | G: 2 | H: -17 | I: 4

Continuation.
Fields: RBBP9 inhibitor, p97 inhibitor, EBV gp42 inh, Runt-SMMHC FRET, m-calpain inh, p47phox inh, Tb hexokinase, Furin inhibitor, Runt-CBFb FRET
[26] c1ccc(CC2CCN(C(c3cccs3)c3nnnn3C3CCCC3)CC2)cc1 (stereo not given)
  -9, 2, -23, -1, 10, -72, 4, -13[20 µM], -1
[27] COc1cc(NC(=O)COC(=O)c2cnc(C)cn2)c(C)cc1[N+](=O)[O-]
  2, 4, -2, 0, -29, -4, -6, -15, 2
[28] COc1ccc(C(=O)N2CCN(c3ccc(C)cc3C)CC2)cc1OC
  -4, -1, -8, 4, -10, -13, 6, -20, -4
[29] O=C(c1ccc(CS(=O)(=O)c2c(Cl)cccc2Cl)o1)N1CCCC1
  -11, -10, -9, 4, -5, -8, -6, -16, -1
[30] Cc1ccc(/C(N)=N/OC(=O)c2cccc(F)c2)cc1
  -11, 5, -6, 0, -14, -1, -1, 0, -2
[31] O=[N+]([O-])c1cc(CN2CCCC2)ccc1Sc1ccc(Cl)cc1
  -5, 0, 4, 1, -6, -4, 5, -17, -1
[32] Cc1nnc(SCC(=O)c2cc(C)n(-c3ccc4c(c3)OCO4)c2C)s1
  -2, -5, -3, -2, -29, -7, -9, -13, 1
[33] CN(CC(=O)NCc1cccc(F)c1)C(=O)c1ccco1
  -4, -5, -17, 3, 4, -27, 7, -7, 4
[34] O=C(NCc1ccc2c(c1)OCO2)c1cc(S(=O)(=O)N2CCCCC2)ccc1F
  1, 4, 0, -1, -8, -5, 4, -15, 0
[35] C=CCc1cc(C=O)cc(OCC)c1O
  -9, 3, -14, 0, -25, -7, -26, -27, 4
[36] CCOc1ccc2[nH]c(=O)c(CN(CCO)C(c3nnnn3C3CCCCC3)C(C)C)cc2c1 (stereo not given)
  -6, 3, -12, -38, -3, -12, -11, -9, -9
[37] O=C(Cn1c(=S)[nH]c2ncccc2c1=O)NCCc1ccccc1
  -2, -1, 0, 2, 8, -7, 6, -10, 1
[38] Fc1ccc(NC(=S)Nc2ccccc2Cl)cc1
  -4, 5, -7, 3, 1, -2, -2, -18, 4
[39] Cc1cc(O)cc(=O)n1C
  5, 3, -20, -2, 1, -2, -4, -22, 1
[40] Cc1csc(NC(=O)c2cc([N+](=O)[O-])cc([N+](=O)[O-])c2)n1
  2, 4, -21, -3, 19, -4, -13, -14, 1
[41] O=C(Cc1ccccc1)Nc1ccc(CN2CCOCC2)cc1
  -6, -6, -6, -7, 9, -6, 4, -6[20 µM], -2
[42] O=C(CSc1ccccc1)Nc1ccccc1N1CCOCC1
  -2, 1, -6, -1, 13, 4, -10, -16, 0
[43] CC1(C)NC(=O)N(CCCCOc2cccc(C(F)(F)F)c2)C1=O
  -7, 0, -9, 1, -43, -3, 4, -18, -3
[44] CC1CCN(CCOc2ccccc2-c2ccccc2)CC1
  -6, 6, -1, 1, 0, -5, 5, -27, -2

Among those listed so far, these contain an NH in an aromatic ring:
Fields: RBBP9 inhibitor, p97 inhibitor, EBV gp42 inh, Runt-SMMHC FRET, m-calpain inh, p47phox inh, Tb hexokinase, Furin inhibitor, Runt-CBFb FRET
[1] COc1ccc(-c2cc(=O)n(-c3ccc([N+](=O)[O-])cc3)[nH]2)cc1
  -5, 5, -12, -10, -21, -8, -27, -7, -4
[5] CNC(=O)c1[nH]cnc1C(=O)Nc1ccccc1OC
  -1, 3, -16, -3, 21, 0, -7, -16[20 µM], -2
[10] COc1ccc(/C=N/NC(=O)CCc2n[nH]c(=O)[nH]c2=O)cc1OC
  -5, 1, -16, -5, 2, -6, -12, -11, 3
[12] CN(C)C(CNC(=O)c1ccc2nc[nH]c2c1)c1ccccc1 (stereo not given)
  -13, 6, -13, 0, -4, -9, 1, -36, -1
[18] COc1ccc2[nH]c(C(=O)N(Cc3ccccn3)Cc3ccccn3)cc2c1
  12, 5, -19, 0, -133, -9, -12, -24, -1
[36] CCOc1ccc2[nH]c(=O)c(CN(CCO)C(c3nnnn3C3CCCCC3)C(C)C)cc2c1 (stereo not given)
  -6, 3, -12, -38, -3, -12, -11, -9, -9
[37] O=C(Cn1c(=S)[nH]c2ncccc2c1=O)NCCc1ccccc1
  -2, -1, 0, 2, 8, -7, 6, -10, 1
